# IMPase inh: membrane-permeable compound that blocks inositol monophosphatase | inhibition (IP1 accumulation), % at 46.1 µM | 120,000 tested, under 10 active | CHO-M1 cells, IP1 accumulation, HTRF TR-FRET ratio | AID 901 | P97697; active means well fitted curve in the direction sought with a large enough effect in the signal ratio, not every such curve was filed as active; inconclusive means small, poorly fitted or top-dose-only effect, or a change in a side signal; inactive means no such curve, though single readings can be large or run the other way; the % refers to the signal ratio;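 further: cells stimulated with carbachol in lithium chloride buffer; plate controls were DMSO basal wells for no effect and reference inhibitor wells for full effect; higher means more IMPase inhibition seen as more IP1 and lower FRET ratio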
# Target sequence (P97697 whole entry, looked up): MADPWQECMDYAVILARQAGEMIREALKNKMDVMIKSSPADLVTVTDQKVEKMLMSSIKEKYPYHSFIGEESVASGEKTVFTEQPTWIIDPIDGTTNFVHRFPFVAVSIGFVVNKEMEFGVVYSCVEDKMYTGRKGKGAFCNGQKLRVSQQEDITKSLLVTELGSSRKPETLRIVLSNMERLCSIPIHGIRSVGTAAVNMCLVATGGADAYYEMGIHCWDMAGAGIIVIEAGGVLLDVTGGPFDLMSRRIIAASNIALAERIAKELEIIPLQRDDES
#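 Seeded CHO-M1 cells were dosed with compound at up to 46 uM, stimulated with carbachol for 30 min, then lysed in IP-One detection reagents. Higher IP1 lowers the TR-FRET signal.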
# PNC inhibitor: blocks assembly of the perinucleolar compartment; PC3M PTB-GFP, PNC prevalence imaging, 16 h; hits give low values; activity change (PNC), negative = inhibition, % at 10 µM; 140,000 tested, 3.1% active; AID 2417;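 active means readout at or below -70, meaning at least 70% loss of cells showing the perinucleolar compartment, a nuclear body marking cancer cells; inconclusive means readout between -30 and a set limit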;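 further: plate controls were DMSO wells for no effect and camptothecin positive control wells for full effect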
#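 Compounds are pinned in duplicate onto adhered PC3M cells stably expressing GFP-tagged PTB and incubated 16 h at 37 C. Cells are then fixed, nuclei stained with Hoechst, and PNC-positive cells counted.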
# ALOX15B inhib: 15-hLO-2 (ALOX15B) enzyme inhibition; O15296; purified 15hLO-2, xylenol orange hydroperoxide absorbance; Potency, µM (top dose mostly 57.1 µM), for the others: at the highest dose activity change, negative = inhibition, most hits filed as inhibitors; 110,000 tested, 0.56% active; AID 881; further: potency means the concentration at half of the fitted maximal effect; nearly all actives have a fitted effect of over 60% in size; many of its hits are not listed in these tables
#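 Enzyme 50 nM, AA 45 uM, 25 mM Hepes pH 7.5 + 0.01% Triton X-100; cpd preinc 15 min RT, rxn 90 min RT; stop/detect with 200 uM XO + 300 uM Fe(II) in 50 mM H2SO4, 30 min; A573/A405.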
# 12-hLO inh: blocks human 12-lipoxygenase activity; P18054; purified 12-hLO, xylenol orange hydroperoxide absorbance; Potency, µM (series often up to 57.1 µM), for inactives: at the highest dose activity change, negative = inhibition, hits mostly inhibitors; 150,000 tested, 0.12% active; AID 1452; further: potency means the concentration at half of the fitted maximal effect; nearly all actives have a fitted effect of over 55% in size; many of its hits are not listed in these tables
# Target sequence (P18054 whole entry, looked up): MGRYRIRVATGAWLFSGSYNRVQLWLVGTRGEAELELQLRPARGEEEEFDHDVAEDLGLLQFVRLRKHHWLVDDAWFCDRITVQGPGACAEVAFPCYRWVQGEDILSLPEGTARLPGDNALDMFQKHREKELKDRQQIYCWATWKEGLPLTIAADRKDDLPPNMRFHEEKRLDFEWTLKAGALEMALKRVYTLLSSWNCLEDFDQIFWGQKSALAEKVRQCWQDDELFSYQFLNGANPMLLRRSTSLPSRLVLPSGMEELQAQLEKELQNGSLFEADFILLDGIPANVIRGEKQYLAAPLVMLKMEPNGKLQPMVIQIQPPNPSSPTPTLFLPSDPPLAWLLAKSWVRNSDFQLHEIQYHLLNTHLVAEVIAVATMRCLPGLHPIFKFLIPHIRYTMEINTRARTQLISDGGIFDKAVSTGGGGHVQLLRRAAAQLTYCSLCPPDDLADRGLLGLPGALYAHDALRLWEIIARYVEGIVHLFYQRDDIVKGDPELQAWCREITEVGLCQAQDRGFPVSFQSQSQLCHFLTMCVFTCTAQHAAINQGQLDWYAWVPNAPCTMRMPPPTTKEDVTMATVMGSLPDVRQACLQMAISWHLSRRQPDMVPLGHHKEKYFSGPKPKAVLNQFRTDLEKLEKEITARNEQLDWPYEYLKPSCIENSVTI
#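 Hydroperoxide output read as Fe(III)-xylenol orange absorbance, 573-to-405 nm ratio, after 30 min reaction with 40 uM arachidonic acid. Enzyme: 150 nM purified human 12hLO, 15 min compound preincubation; 25 mM Hepes pH 7.0, room temperature.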
# * marks the source's active call; other numbers are inactive results; ? = inconclusive; . = no result given; [ ] = remark or other dose. Unless noted, the call rests on the fitted dose curve; in most records, active means well fitted curve in the direction sought with a large enough effect; inconclusive means small, poorly fitted or top-dose-only effect, or another doubt; inactive means no such curve, though single readings can be large; an effect the other way counts as inactive or inconclusive. Unless noted, on the % scale 0 is the no-effect control and ±100 the full control effect.
SMILES,IMPase inh,PNC inhibitor,ALOX15B inhib,12-hLO inh
CC(C)(C)C(=O)Nc1cccc(C(=O)c2cccc(NC(=O)C(C)(C)C)c2)c1,0,32,8%,-1%
Cc1c(O)c(=O)ccn1Cc1ccccc1,.,55,.,-20%
C/C(=C\c1ccccc1)C1NC(=O)c2c(sc3c2CCCC3)N1 (centres undefined),-1,18,.,-1%
CCN(CC)CCCNC(=O)c1ccccc1C,10,11,4%,-2%
CCOC(=O)c1c(NC(=O)CN2CCOCC2)sc2c1CCCC2,8,?,7%,-1%
COc1ccc(COCC(O)CN(Cc2ccco2)Cc2ccccc2O)cc1 (centres undefined),.,16,.,-9%
CCOC(=O)c1sc(NC(=O)c2ccco2)nc1C,-1,15,-1%,-9%
O=C(Oc1ccc2cccc(OC(=O)N3CCOCC3)c2c1)N1CCOCC1,-1,54,0%,4%
Cc1ccc(C)c(C2=CSC3=NCCN23)c1,11,14,7%,2%
CCc1nnc(NC(=O)OCc2ccccc2)s1,-2,?,1%,0%
Cc1cccc(-n2nnnc2SCC(=O)c2cc(C)n(Cc3ccco3)c2C)c1,-4,8,?,-8%
CC1(C)NC(=O)N(CCOCCOc2ccccc2)C1=O,0,27,4%,2%

# An excerpt from above in order of their number in ALOX15B inhib, falling.
SMILES	PNC inhibitor	ALOX15B inhib	12-hLO inh
CCOC(=O)c1c(NC(=O)CN2CCOCC2)sc2c1CCCC2	?	7%	-1%
CCN(CC)CCCNC(=O)c1ccccc1C	11	4%	-2%
CCc1nnc(NC(=O)OCc2ccccc2)s1	?	1%	0%
CCOC(=O)c1sc(NC(=O)c2ccco2)nc1C	15	-1%	-9%

# Filtered by structure, those above with a furan ring, fused or not.
SMILES,IMPase inh,PNC inhibitor,ALOX15B inhib,12-hLO inh
COc1ccc(COCC(O)CN(Cc2ccco2)Cc2ccccc2O)cc1 (centres undefined),.,16,.,-9%
CCOC(=O)c1sc(NC(=O)c2ccco2)nc1C,-1,15,-1%,-9%
Cc1cccc(-n2nnnc2SCC(=O)c2cc(C)n(Cc3ccco3)c2C)c1,-4,8,?,-8%

# Other structures
SMILES,IMPase inh,PNC inhibitor,ALOX15B inhib,12-hLO inh
COc1ccc(C)cc1NC(=O)CN(Cc1nnc(-c2ccc(Cl)cc2)o1)C1CCCC1,2,35,6%,3%
COc1ccc(-c2ccccc2)cc1NCc1ccccc1C,.,55,.,1%
CCCC(=NCc1ccccc1)C1=C(O)C(C(=O)OC)C(C)(C)CC1=O (centres undefined),2,-26,-2%,-5%
COc1ccc(-c2nc3nc(C)cc(=O)n3[nH]2)cc1,-2,52,-4%,1%
Cc1nn(C)cc1CNC(=O)Nc1cccc(Cl)c1,1,5,10%,8%
Cc1ccc2oc3nc(C)c(C(=O)Nc4cccc(C(F)(F)F)c4)cc3c(=O)c2c1,13,21,.,9%
Clc1ccc(-c2csc(N/N=C/c3cccnc3)n2)c(Cl)c1,.,-6,.,-2%
CCN1CCN(C(=S)c2ccc(Cl)cc2)CC1,0,19,8%,2%
COC(=O)Cn1c(C(F)(F)F)nc2ccccc21,14,-19,.,12%
COc1ccccc1-c1cc(SC)c(C#N)c(=O)o1,.,?,.,1%
CC(C)NC(=O)N1CCCC2(CCN(C(=O)c3cc(C(F)(F)F)cc(C(F)(F)F)c3)CC2)C1,.,.,1%,-4%
N#Cc1ccc(CSc2nnc(Nc3ccccc3)s2)cc1,17,22,-11%,-11%
COc1ccc(CN2CCN(C(=O)C3CC(=O)N(C4CCCCCC4)C3)CC2)c(OC)c1OC (centres undefined),-1,26,19%,0%
O=c1oc2c3c4c(cc2c2c1CCC2)OCCN4CCC3,?,16,-24%,-23%
O=C(Nc1ccc(Cl)c(Cl)c1)Nc1nnc(CC2=CCCCC2)s1,-12,?,.,-1%
CC1CCc2sc3nc(NCc4ccco4)n4ncnc4c3c2C1 (centres undefined),8,-18,1%,-12%
Cc1cccc(C)c1OCc1nnc(SCC(=O)NCc2ccccc2)o1,5,29,-4%,-1%
O=[N+]([O-])c1cccc(/C=N/Nc2nc(NCc3ccccc3)nc(N3CCOCC3)n2)c1,.,11,.,1%
O=C(O)CNC(=O)c1ccccc1O,.,.,-4%[11.4 µM],0%[11.4 µM]
CCOC(=O)N1CCC(NC(=O)c2cccc3c2C(=O)N(Cc2cccnc2)C3)CC1,4,13,4%,3%
CC1(C)CC(=O)N(CC(=O)N2CCN(c3ncccn3)CC2)c2ccccc2S1(=O)=O,-10,?,-2%,-3%
c1ccc(-n2c(SCc3ccncc3)nnc2-c2ccco2)cc1,1,-6,4%,-6%
Cc1ccccc1OCc1nnc(SCC(=O)Nc2ccc(N3CCOCC3)c(Cl)c2)n1C,4,?,-1%,-5%
O=c1[nH]c(=O)n(Cc2ccccc2)c2c1C(C(F)(F)F)(C(F)(F)F)N=C(c1ccco1)N2,-2,70,-6%,-1%
CN(C)c1nc2n(c(=O)n1)CCS2,5,42,0%,2%
Clc1cccc(Cl)c1Cn1nnc(-c2cccs2)n1,.,?,.,-3%
COC(=O)c1cc2c(=O)n3ccccc3nc2n(C)c1=N,-12,0,-15%,-6%
N#CCSc1nnc(COc2ccccc2)n1-c1ccccc1,3,7,.,1%
CC1=NN(c2ccccc2)C(=O)/C1=C/c1c(O)n(-c2ccc(F)c(Cl)c2)[nH]c1=O,.,-116*,.,-6%
COC(=O)C(CCCCN1C(=O)C2C3C=CC(C3)C2C1=O)N1C(=O)C2C3C=CC(C3)C2C1=O (centres undefined),-7,25,11%,-2%
CCCN(CCC)C(=O)Cn1c(=O)c2ccccc2n2c(=S)sc(-c3ccccc3C)c12,.,11,.,-2%
CC(C)OC(=O)C1=C2SCC(=O)N2C(N)=C(C#N)C1,1,-5,-8%,-7%
O=C(NCCCn1ccnc1)C(Cc1ccccc1)N1C(=O)c2ccccc2C1=O (centres undefined),3,?,18%,-1%
COc1ccc2oc(=O)c(C(=O)N3CCCc4ccccc43)cc2c1,4,-7,1%,1%
CC1=CC(=O)CC(C)(C)[C@]1(O)/C=C\C(C)=C\C(=O)O,.,.,-3%[11.4 µM],-6%[11.4 µM]
O=C(NCCCNCc1ccccc1)/C(=N\O)c1ccccc1,1,2,-7%,-3%
O=C(O)/C=C/C(=O)NC1CCCCC1,.,?,.,25%
CCS(=O)(=O)N1CCN(c2ccc(C(=O)NC3C4CC5CC(C4)CC3C5)cc2[N+](=O)[O-])CC1 (centres undefined),-1,-13,.,-2%
COC(=O)C1=C(C)Nc2nnnn2C1c1cccnc1 (centres undefined),-2,95,.,5%
O=C(NCCc1ccccc1F)C1CCCN1S(=O)(=O)c1ccc2ccccc2c1 (centres undefined),13,-10,.,-8%
NS(=O)(=O)c1ccc(NC(=S)NCC2CCCO2)cc1 (centres undefined),.,53,.,-2%
CCCOC(=O)c1ccc(NC(=O)COC)cc1,3,47,-6%,6%
COC(=O)c1ccccc1OCC(=O)N1CCN(c2ccc(Cl)cc2)CC1,6,-16,?,-1%
Cc1c(Cl)cnc(NC(=O)COC(=O)c2ccc([N+](=O)[O-])s2)c1Cl,-6,?,.,-5%
O=C1NC(c2ccc(-c3ccccc3[N+](=O)[O-])o2)C(C(=O)c2ccc(Cl)cc2)C(O)(C(F)(F)F)N1 (centres undefined),-6,13,.,-7%
CCCCNS(=O)(=O)c1ccc2nc(SCC(=O)Nc3cc(C)cc(C)c3)[nH]c2c1,.,35,.,-2%
CCOc1ccc(-c2cc3nc(C4CCN(C(=O)OC(C)(C)C)CC4)c(C(=O)O)cn3n2)cc1,?,7,-15%,-8%
Cc1cc(C(=O)CSc2nnc(-c3ccncc3)n2-c2ccccc2)c(C)n1C,-10,-29,-6%,-9%
CCOC(=O)c1[nH]c2ccccc2c1NC(=O)Nc1ccc(OC)cc1,-6,-8,-8%,0%
O=C(CSc1nnc(-c2ccc(OC(F)F)cc2)o1)N1CCOCC1,2,-17,5%,-4%
CCOc1ccc(NC(=O)C(C)Oc2ccccc2C(=O)Nc2ccc(C)c(Cl)c2)cc1 (centres undefined),5,20,-3%,-25%
CC(=O)c1cccc(NC(=S)NC(=O)c2ccccc2Br)c1,.,42,.,-12%
COC(=O)C(C)(C)ONC(=O)Nc1ccccc1Br,.,-10,.,-2%
CCCCNC(=O)COc1ccccc1[N+](=O)[O-],.,9,.,2%
Cc1cnc(CNc2ncncc2-c2ccc(C(=O)N(C)C)cc2)cn1,.,.,2%,1%
CN(C(=O)c1ccc(-c2nn(C)c(=O)c3ccccc23)cc1)c1ccccc1,2,-13,-4%,-1%
O=C(NC(Cc1c[nH]c2ccccc12)c1nnc2n1CCCCC2)c1ccc(Cl)cc1 (centres undefined),3,-13,11%,-1%
N#Cc1nc(Cc2cccc3ccccc23)oc1N1CCOCC1,2,21,-4%,0%
C[C@@H](C(=O)N[C@@H](CO)Cc1ccccc1)[C@@H]1C[C@@]1(C)[C@@H](NC(=O)OCc1ccccc1)c1ccccc1,.,.,3%,-3%
COCCn1c(SCC(=O)N2CCCCC2)nc2cccnc21,16,-83*,1%,3%
# The list goes on.
SMILES,IMPase inh,PNC inhibitor,ALOX15B inhib,12-hLO inh
CCOc1ccc(OCC)c(NC(=O)CCn2c(=O)oc3ccccc32)c1,-1,36,-1%,-4%
COc1ccc2[nH]cc(CCNc3ncnc4ccc(-c5ccccc5C#N)cc34)c2c1,.,.,13%,-5%
CCNC(=O)Nn1c(C)nnc1C,-1,?,-3%,5%
CCCCNC(=O)Nc1nnc(-c2ccc(Cl)cc2)o1,-6,-25,-3%,0%
O=C(CC1=NC2(CCCC2)Cc2ccccc21)N1CCOCC1,9,?,-7%,-9%
COc1ccc(/C=C(/NC(=O)c2ccccc2)C(=O)N/N=C/c2sccc2C)cc1,-1,-12,.,0%
Cc1cccc(-n2c(SCC(=O)Nc3ncc(Cl)cc3Cl)nc3ccccc32)c1,6,-108*,.,1%
O=c1c2ccccc2nc(/C=C/c2cccc([N+](=O)[O-])c2)n1CCO,3,40,.,-3%
CC1CCN(C2=NC(=O)/C(=C/c3cn(-c4ccccc4)nc3-c3cccc(S(=O)(=O)N(C)C)c3)S2)CC1,-3,-4,-11%,-10%
COc1ccc(-c2nc(=S)[nH][nH]2)cc1,?,8,?,-15%
CCC(c1nnc(SCC(=O)N2CC(=O)Nc3ccccc32)n1Cc1ccccc1)N(C)C (centres undefined),6,-25,-7%,-6%
S=c1[nH]nc(-c2ccccc2)n1/N=C/c1c[nH]c2ccccc12,-2,?,.,-2%
COc1ccc2[nH]cc(CCNc3ncnc4ccc(-c5ccccc5CN(C)C)cc34)c2c1,.,.,53%[activator],-3%
O=C(CCN1C(=O)c2ccccc2C1=O)Nc1sc2c(c1C(=O)NCC1CCCO1)CCC2 (centres undefined),.,-27,.,1%
Cc1cc(N2CCOCC2)nc2ccc(NC(=O)CCC(=O)N3CCCC(C)C3)cc12 (centres undefined),5,22,-8%,-2%
Cc1cc[n+](CCC(=O)O)c2ccccc12,2,2,2%,0%
CCc1cccc(CC)c1NC(=O)CN1CCN(c2ccccc2)CC1,7,21,-13%,-8%
Cc1cccc(OCc2nnc(SCC(=O)N3c4ccccc4CC3C)n2C)c1C (centres undefined),5,?,.,0%
Cc1ccccc1NCC(=O)N/N=C\C=C\c1cccc([N+](=O)[O-])c1,-2,-26,.,-3%
O=C(Cc1ccccc1)NC(NCCc1ccccc1)C(Cl)(Cl)Cl (centres undefined),4,50,.,2%
Clc1ccccc1OCc1nc(-c2ccccn2)no1,9,?,-2%,-1%
COc1cccc(C(=O)CN2C(=O)C(C)(C)Oc3ccc(C(=O)N4CCCCCC4)cc32)c1,13,22,4%,-6%
CCOc1cc(C(=O)CCC(=O)OCC(=O)N2c3ccccc3NC(=O)C2(C)C)ccc1O,-3,-21,-11%,-10%
C[N+](C)(C)CC(=O)N/N=C\c1ccncc1,.,.,-3%[11.4 µM],-3%[11.4 µM]
CCCCNc1c2c3c(cccc3n(C)c1=O)C(=O)c1ccccc1-2,?,?,.,-17%

# High-throughput results from PubChem BioAssay.

# This is a subset; the hit share may differ from the screen's.
